# Assay outcomes as filed in PubChem.
# KCNH2 3.1 inh: inhibitors of human KCNH2 3.1 potassium channel isoform | AID 720553 | activity change, % (tested at about 1.8 µM) | U2OS KCNH2 3.1, thallium flux FluxOr; stronger effect = lower value | hit rate 0.95% among 340,000;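 active = maximum activity change below -70%; inconclusive = maximum activity change from -70% to -50%; inactive = maximum activity change above -50%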;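 also: thallium influx rate constant from kinetic fluorescence after stimulation buffer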
#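 Thallium flux via FluxOr fluorescence (Red40 quencher, 45 min loading) in U2OS cells virally expressing the KCNH2 3.1 isoform (1.77 x 10^8 /mL virus, overnight at 37 C). Rate constants from 2-min kinetic reads post-stimulation, normalised to positive and negative controls.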
# hERG WT inh: KCNH2 (human, wildtype) channel inhibition | activity change, % at 1.84 µM | hit rate 0.37% among 340,000 | AID 720551 | U2OS, BacMam KCNH2, thallium flux FluxOr; stronger effect = lower value;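 active = maximum activity change below -70%; inconclusive = maximum activity change between -70% and -50%; inactive = maximum activity change above -50%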
# Target sequence (Q12809 whole entry, looked up): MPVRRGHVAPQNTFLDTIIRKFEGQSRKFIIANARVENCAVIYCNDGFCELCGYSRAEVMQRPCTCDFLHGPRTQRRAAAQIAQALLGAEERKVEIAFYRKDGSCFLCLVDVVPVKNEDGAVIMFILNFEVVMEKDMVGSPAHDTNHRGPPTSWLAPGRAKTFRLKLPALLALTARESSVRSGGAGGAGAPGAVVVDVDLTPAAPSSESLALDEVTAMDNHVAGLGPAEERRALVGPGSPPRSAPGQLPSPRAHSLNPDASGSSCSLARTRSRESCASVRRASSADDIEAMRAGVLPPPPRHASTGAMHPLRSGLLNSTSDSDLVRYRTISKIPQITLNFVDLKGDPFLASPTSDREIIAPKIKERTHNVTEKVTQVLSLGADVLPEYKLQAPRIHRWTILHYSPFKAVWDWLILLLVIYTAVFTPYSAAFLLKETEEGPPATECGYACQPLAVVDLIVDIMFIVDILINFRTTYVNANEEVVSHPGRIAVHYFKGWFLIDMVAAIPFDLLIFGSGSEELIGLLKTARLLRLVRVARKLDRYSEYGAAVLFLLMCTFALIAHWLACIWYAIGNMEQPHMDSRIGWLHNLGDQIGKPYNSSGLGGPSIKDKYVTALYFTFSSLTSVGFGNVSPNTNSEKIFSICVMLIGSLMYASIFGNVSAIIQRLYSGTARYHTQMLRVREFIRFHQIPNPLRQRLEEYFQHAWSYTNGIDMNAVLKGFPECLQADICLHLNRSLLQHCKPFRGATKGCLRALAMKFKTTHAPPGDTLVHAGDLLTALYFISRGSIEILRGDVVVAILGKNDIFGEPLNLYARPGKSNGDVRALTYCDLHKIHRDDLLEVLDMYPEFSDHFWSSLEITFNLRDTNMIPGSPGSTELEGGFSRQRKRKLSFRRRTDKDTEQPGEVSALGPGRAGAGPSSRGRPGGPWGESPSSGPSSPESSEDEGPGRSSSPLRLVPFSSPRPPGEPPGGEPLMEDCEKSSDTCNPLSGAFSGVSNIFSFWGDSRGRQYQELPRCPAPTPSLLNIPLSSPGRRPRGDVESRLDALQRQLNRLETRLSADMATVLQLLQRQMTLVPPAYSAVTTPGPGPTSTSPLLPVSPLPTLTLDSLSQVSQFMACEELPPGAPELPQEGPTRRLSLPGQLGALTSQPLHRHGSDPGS
#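 U2OS cells were transduced with wild-type KCNH2 virus (2.03 x 10^8 / mL) for 4 h at room temperature, then cultured overnight at 37 C. Thallium flux was read with FluxOr dye. Rate constants were normalized to DMSO controls.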
# Starred values were filed as active, the others as inactive; ? = inconclusive. % is scaled to controls: 0 for no effect and ±100 for the full control effect. An excerpt. The share of hits here may be higher or lower than overall.
# The first two records, to show the layout:
Compound | KCNH2 3.1 inh | hERG WT inh
Cc1noc(C)c1NC(=O)Nc1ccc2c(c1)C(=O)N([C@H](C)CO)C[C@@H](C)[C@@H](CN(C)S(=O)(=O)c1cn(C)cn1)OCCCC[C@H](C)O2 | 5.8 | ?
O=C1[C@H]2[C@@H](c3ccc(C(F)(F)F)cc3)N[C@]3(CCCN(Cc4ccc(F)cc4)C3=O)[C@H]2C(=O)N1Cc1ccccc1 | -33.3 | 18.8

# The list itself, repeating the preview:
Compound | KCNH2 3.1 inh | hERG WT inh
Cc1noc(C)c1NC(=O)Nc1ccc2c(c1)C(=O)N([C@H](C)CO)C[C@@H](C)[C@@H](CN(C)S(=O)(=O)c1cn(C)cn1)OCCCC[C@H](C)O2 | 5.8 | ?
O=C1[C@H]2[C@@H](c3ccc(C(F)(F)F)cc3)N[C@]3(CCCN(Cc4ccc(F)cc4)C3=O)[C@H]2C(=O)N1Cc1ccccc1 | -33.3 | 18.8
COc1ccccc1NC(=O)Nc1ccnn1C1CCN(C(=O)C2CCOC2)CC1 (stereo not given) | 3.1 | 15.5
CCOC(=O)c1cc(-c2sc(NC(=O)c3ccccc3)nc2C)n(-c2ccc(Br)cc2)n1 | -5.5 | 9.0
CCOCCCNC(=O)Cn1cc2c(n1)-c1c(oc(C(=O)N3CCCC3)c1C)CC2 | -24.3 | -1.6
Cc1ccc(C(=O)NC(=S)c2c(C)cc3ccccn23)cc1 | 1.2 | -8.7
COc1ccc(C(C#N)CC(=O)c2ccc(OC)c(OCc3ccccc3)c2)cc1OC (stereo not given) | 0.4 | 10.2
CC1(c2ccc3c(c2)OCCCO3)NC(=O)N(CC(=O)NCCc2ccc(F)cc2)C1=O (stereo not given) | -5.8 | 14.5
Cc1cccc(CNC(=O)C2CCC(=O)N(CC3CCCCC3)C2)c1 (stereo not given) | 16.3 | -13.3
Nc1ncnc2nc(-c3ccccc3)[nH]c12 | -4.4 | 6.8
COc1ccc(S(=O)(=O)N(C)C[C@H]2OCc3cnnn3CCCC(=O)N([C@H](C)CO)C[C@H]2C)cc1 | 11.2 | 6.2
COc1ncnc2c1ncn2CCCN1CCN(c2ncccn2)CC1 | 2.8 | -37.9
NS(=O)(=O)c1cccc(C(=O)N2CCCc3ccccc32)c1 | 3.3 | -2.9
COc1ccc(Cn2c(=O)oc3ccccc32)cc1OC | 14.4 | 1.6
CN(N=Cc1ccc([N+](=O)[O-])cc1)c1ccccn1 | -12.7 | 2.7
CCOC(=O)Nc1ccc2nc(-c3cscn3)[nH]c2c1 | 18.4 | -1.7
C[C@@H]1CN([C@H](C)CO)C(=O)c2cc(Br)cnc2O[C@H]1CN(C)C | -12.6 | 7.2
Cc1ccc(-c2nc(SC(C)C(=O)NC3CC3)n[nH]2)cc1 (stereo not given) | 5.0 | -10.8
C[C@@H]1CN([C@H](C)CO)C(=O)CCCn2nncc2CO[C@H]1CN(C)Cc1ccc(Cl)c(Cl)c1 | 11.4 | 0.1
COCOCCn1cc(CN2CCS(=O)(=O)N(Cc3ccc(-c4ccc(C)cc4)cc3)C(C(C)C)C2=O)nn1 (stereo not given) | -3.0 | 2.6
COc1ccccc1CCc1nnc(CCC(=O)NCCC2CCCCO2)o1 (stereo not given) | -0.1 | -1.9
CCCOc1ccc(C(=O)Nc2ccc(N3CCOCC3)cc2N2CCOCC2)cc1OCC | -16.4 | 7.8
C[C@@H]1CN([C@H](C)CO)C(=O)c2c(c3ccccc3n2C)-c2ccccc2CO[C@H]1CN(C)Cc1ccc(Oc2ccccc2)cc1 | -4.4 | -8.9
Cc1noc(C)c1S(=O)(=O)N(C)C[C@@H]1OCc2cn(nn2)CCCC(=O)N([C@@H](C)CO)C[C@H]1C | -0.7 | -5.8
COC(=O)c1ccc2cn[nH]c2c1 | -3.1 | -6.4
C[C@H](CO)N1C[C@H](C)[C@@H](CN(C)S(=O)(=O)c2ccccc2)OCCCC[C@H](C)Oc2ccc(NC(=O)CCC(F)(F)F)cc2C1=O | 4.4 | 10.5
Cc1cccc(NC(=O)CSCC(=O)Nc2ccccc2C(=O)N2CCCCC2)c1 | 3.5 | 3.6
COc1ccc(CC(=O)NCc2ccccc2F)cc1S(=O)(=O)N1CCOCC1 | 12.0 | 48.2
O=S(=O)(/N=C(\c1ccc(F)cc1)N1CCOCC1)c1ccccc1 | 4.7 | -1.8
O=C(O)c1ccc(Cl)c(NC(=O)C2CCN(S(=O)(=O)c3ccc4c(c3)OCCO4)CC2)c1 | 10.9 | 4.9
C[C@@H]1CN([C@@H](C)CO)C(=O)CCCn2nncc2CO[C@H]1CN(C)Cc1ccc(Oc2ccccc2)cc1 | -7.4 | 10.2
C[C@H]1CN([C@@H](C)CO)C(=O)CCCn2nncc2CO[C@H]1CN(C)S(=O)(=O)c1ccc(Cl)cc1 | -11.8 | -13.1
CCCCCCn1c(CN2CCCCC2)nc2c1c(=O)n(C)c(=O)n2C | 0.8 | 3.1
COc1ccc([C@H]2N[C@]3(CCCN(CC4CCCCC4)C3=O)[C@H]3C(=O)N(C)C(=O)[C@@H]23)cc1 | 4.2 | 14.1
O=C(NCCNC(=O)c1ccc(-c2cc(Cl)ccc2Cl)o1)c1cnccn1 | 2.3 | 8.7
Cc1cccc(-c2ccc3[nH]c4c(c3c2)CCN2C[C@@H]([C@H](C)O)[C@@H](N(C)C(=O)NC3CCCCC3)C[C@@H]42)c1 | -47.5 | ?
O=C(CSc1ccc(F)cc1)NC(=O)c1ccccc1 | -16.5 | -0.9
Cc1ccc(NC(=O)CCNC(=O)N2CC(=O)Nc3ccccc32)cc1Cl | ? | 0.2
O=C1CSC(=S)N1N=Cc1ccc(OCc2ccccc2)cc1 | -18.0 | 14.7
COC(=O)C(NC(=O)c1ccccc1)C(C)(C)SCc1ccccc1 (stereo not given) | -15.8 | -8.2

# Exported as labelled records: part of the list above.
> COc1ccccc1CCc1nnc(CCC(=O)NCCC2CCCCO2)o1 (stereo not given)
  KCNH2 3.1 inh: -0.1; hERG WT inh: -1.9

> COC(=O)C(NC(=O)c1ccccc1)C(C)(C)SCc1ccccc1 (stereo not given)
  KCNH2 3.1 inh: -15.8; hERG WT inh: -8.2

> CCCOc1ccc(C(=O)Nc2ccc(N3CCOCC3)cc2N2CCOCC2)cc1OCC
  KCNH2 3.1 inh: -16.4; hERG WT inh: 7.8

> COC(=O)c1ccc2cn[nH]c2c1
  KCNH2 3.1 inh: -3.1; hERG WT inh: -6.4

# The results go on.
Compound | KCNH2 3.1 inh | hERG WT inh
COCOCCn1cc(CN2CCS(=O)(=O)N(Cc3ccc(-c4ccc(Cl)nc4)cc3)C(C(C)C)C2=O)nn1 (stereo not given) | -6.5 | -18.6
O=C(Nc1ccc(OC(F)(F)C(F)F)c(NC(=O)c2ccc(F)cc2)c1)c1ccc(F)cc1 | -38.7 | -6.4
Cc1nnc(SCC(=O)Nc2cccc(S(=O)(=O)N3CCCC3)c2)n1C1CC1 | -4.0 | -15.2
O=[N+]([O-])c1cccc(CON=Cc2ccccc2O)c1 | -4.1 | 0.5
C[C@@H]1CCCCO[C@@H](CN(C)C(=O)Nc2ccccc2)[C@@H](C)CN([C@H](C)CO)C(=O)c2cc(N(C)C)ccc2O1 | -3.2 | -7.1
O=C1OCCC1=COCCOC=C1CCOC1=O | -5.0 | -13.0
O=C(CNc1ccc(Br)cc1)Nc1ccc(S(=O)(=O)N2CCCCC2)cc1 | -2.7 | -7.6
Cc1noc(NS(=O)(=O)c2ccc(NC(=O)c3cc(S(=O)(=O)N(C)c4ccccc4)ccc3Cl)cc2)c1C | -19.3 | -19.8
C#CCN(C[C@H]1[C@H](OC(=O)NC2CCCC2)[C@H](OC(=O)NC2CCCC2)C[C@H]2C(=O)N(c3ccccc3)C(=O)[C@@H]12)S(=O)(=O)c1ccc(C)cc1 | -1.4 | -0.6
CN[C@H]1C[C@H]2c3[nH]c4ccccc4c3CCN2C(=O)[C@H]1[C@H](C)O | -7.0 | -7.4
Cc1cn([C@H]2C[C@H](O)[C@@H](CNCc3ccc(-c4cc(Cl)ccc4C(F)(F)F)o3)O2)c(=O)[nH]c1=O | 3.9 | 1.1
COCCNC(=O)C[C@@H]1C[C@H]2c3cc(NC(=O)Nc4ccc(F)cc4)ccc3O[C@H]2[C@H](CO)O1 | -7.0 | -7.4
CC(=O)c1ccc(S(=O)(=O)Nc2ccc(C(=O)NCC(c3ccco3)N3CCCC3)cc2)cc1 (stereo not given) | -1.2 | -3.7
C[C@@H]1CN([C@@H](C)CO)C(=O)CCCn2nncc2CO[C@@H]1CN(C)S(=O)(=O)c1ccccc1 | 28.8 | -13.8
O=C1NCCN(CC2CCN(CCc3ccccc3)CC2)C1=O | -4.2 | -1.2
COc1ncnc2c1ncn2CCCNCCN1CCOCC1 | 7.6 | -12.9
C[C@@H]1CN([C@H](C)CO)C(=O)CCCn2nncc2CO[C@H]1CN(C)Cc1ccc(O)cc1 | 12.1 | 7.2
COc1cc(/C=N/Nc2nc(C)cc(C)n2)ccc1O | 1.0 | -6.8
Cc1ccc(CN2CCC[C@]3(N[C@H](c4ccc(C(F)(F)F)cc4)[C@@H]4C(=O)N(Cc5ccccc5)C(=O)[C@@H]43)C2=O)cc1 | -19.3 | -0.2
O=C(CN1C(=O)c2cccc([N+](=O)[O-])c2C1=O)N1CCc2ccccc2C1 | -0.1 | 5.5
CCCCN(C(=O)CC1CCCCC1)c1c(N)n(CCCC)c(=O)[nH]c1=O | 7.2 | 11.3
COc1ccc(NC(=S)Nc2ccc(S(=O)(=O)N3CCCCC3)cc2)cc1 | 2.2 | 4.1
Cc1noc(C)c1C(=O)OCC(=O)Nc1cccc(F)c1 | -0.8 | -8.4
CCOC(=O)C1(C(=O)OCC)C(C)CC(=O)N1c1ccccc1OC (stereo not given) | 14.3 | 30.5
Cc1ccc(CNC(=O)CN2NS(=O)(=O)c3ccccc3C2=O)cc1 | -9.5 | -1.5
COc1cc(C(=O)NCC(c2cccs2)N2CCOCC2)ccc1OCc1ccc(Cl)cc1 (stereo not given) | 13.0 | -0.9
O=[N+]([O-])c1ccc(CN2CC(N3CCC(Cc4ccccc4)CC3)CS2(=O)=O)cc1 (stereo not given) | -33.6 | 1.6
O=C(c1ccc(CS(=O)c2ccc(Br)cc2)o1)N1CCN(C2CCCCC2)CC1 (stereo not given) | ? | -10.2
O=C(COC(=O)c1ccc(S(=O)(=O)N2CCCCC2)cc1)NC1CCCCC1 | 20.3 | 44.8
C=CCn1nc(C(=O)OCC)cc1-c1sc(NC(=O)c2ccccc2)nc1C | 21.3 | 41.9
COC(=O)N(C)C[C@H]1OCc2cnnn2CCCC(=O)N([C@@H](C)CO)C[C@H]1C | -11.8 | 6.8
COCC(C)n1c(SCC(=O)Nc2cccnc2Cl)nc2ccccc2c1=O (stereo not given) | 12.0 | 5.3
C[C@@H]1CN([C@H](C)CO)C(=O)CCCn2nncc2CO[C@H]1CN(C)Cc1ccc2c(c1)OCCO2 | 11.5 | 15.9
O=C(OCc1cn([C@H]2C[C@H](c3ccc(Cl)cc3)N(C(=O)c3cccs3)C[C@@H]2O)nn1)c1ccccc1 | -22.5 | 10.2
CS(=O)(=O)N1CCC(C(=O)Nc2ccc(Cl)cc2Cl)CC1 | -70.7* | -17.4
C[C@@H]1CN([C@@H](C)CO)C(=O)c2cc(Br)cnc2O[C@H]1CN(C)S(=O)(=O)c1cccs1 | -5.7 | 8.0
COc1cc(NS(=O)(=O)c2ccc(C)cc2)c2c(c1N)C(=O)c1ccccc1C2=O | 4.7 | -0.8
COc1ccc2cc(C3=CC(=O)CC(C)(C)C3=O)ccc2c1 | -15.1 | -12.8
Cc1noc(C)c1C(=O)N(C)C[C@@H]1OCc2ccccc2-c2c(n(C)c3ccccc23)C(=O)N([C@H](C)CO)C[C@H]1C | 23.0 | -3.6
O=C1NC(Cc2ccccc2)c2nc3ccccc3c(=O)n2-c2cc3ccccc3cc21 (stereo not given) | 21.2 | 11.1
CN(Cc1ccccc1)C(=O)c1[nH]cnc1C(=O)Nc1ccccc1F | 16.0 | 1.9
CC1(C)CC(Cc2ccc(C(=O)c3ccccc3)cc2)N(C(=O)OC(C)(C)C)N1 (stereo not given) | 0.4 | 5.1
C#CCN(C[C@H]1[C@H](OC(=O)NCC2CCCCC2)[C@H](OC(=O)NCC2CCCCC2)C[C@@H](C(=O)OC)[C@H]1C(=O)OC)S(=O)(=O)c1ccc(C)cc1 | -20.2 | -0.5
CCC1NC(=O)c2cccnc2-n2c1nc1cc(C)cc(C)c1c2=O (stereo not given) | -3.7 | -2.0
O=C(COC(=O)c1ccccc1SCC(=O)N1CCCC1)NCc1ccc(F)cc1 | 1.9 | 7.8
CC1NC(=O)c2cc3ccccc3cc2-n2c1nc1cc(Cl)ccc1c2=O (stereo not given) | 22.7 | 12.0
CCCNC(=S)NC1CC2CCCC(C1)N2Cc1ccccc1OC (stereo not given) | -10.6 | 14.8
CCCc1c(C(=O)N/N=C/c2c[nH]c3ccccc23)nnn1-c1nonc1N | -16.5 | ?
COc1ccc(NS(=O)(=O)c2ccc(C)c(C(=O)NCc3ccccc3CN3CCCC3)c2)cc1 | -31.2 | 7.0
COc1ccc(C)cc1NC(=O)NC1CC(=O)N(c2ccc3c(c2)OCCO3)C1 (stereo not given) | 4.2 | -6.0
C[C@H](CO)N1C[C@H](C)[C@@H](CN(C)S(=O)(=O)c2cccc(C#N)c2)OCc2cn(nn2)CCCC1=O | -6.7 | -0.9
COc1ccc(CN2CCC[C@]3(N[C@H](c4ccc(C)cc4)[C@@H]4C(=O)N(Cc5ccccc5)C(=O)[C@@H]43)C2=O)cc1 | -9.6 | -10.2
